GLA spleen mod: inhibits or activates alpha-galactosidase in human spleen homogenate; AID 2107; human spleen homogenate, 4MU-alpha-Gal fluorescence, 40 min; Potency, µM (doses to about 80 µM), for inactives: at the highest dose activity change, negative = inhibition, actives largely listed as inhibitors; 0.008% of 240,000 active;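 further: 0% = enzyme with vehicle and -100% = no enzyme basal signal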
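Inhibition or activation of alpha-galactosidase in human spleen homogenate is scored by 4-MU fluorescence after 40 min at 37C, pH 5.0, with 1 mM substrate. AC50s come from concentration-response fitted to the Hill equation.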
GAA spleen mod: inhibits or activates alpha-glucosidase in human spleen homogenate | human spleen homogenate, 4-MU-alpha-glucoside fluorescence | Potency, µM (titrated, usually from 79.9 µM), without a hit: top-dose activity change, negative = inhibition, usual class: inhibitors | AID 2112 | P10253 | 0.006% of 240,000 active;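 further: 0% = enzyme with vehicle and -100% = no enzyme basal signal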
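Human spleen homogenate (1 ug) with 4-methylumbelliferyl-alpha-D-glucopyranoside (1 mM final) in 50 mM citrate/phosphate pH 5.0, 0.01% Tween-20; 40 min at 37 C. Stopped at pH 10; 4-MU fluorescence Ex 365/Em 440 nm; AC50 by Hill fit.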
KDM4E inh: inhibitors of human JMJD2E histone demethylase; B2RXH2; JMJD2E catalytic domain, FDH-coupled NADH fluorescence (FDH is formaldehyde dehydrogenase); Potency, µM (doses to about 57.1 µM), inactives show top-dose activity change, negative = inhibition, actives largely listed as inhibitors; 1.6% of 230,000 active; AID 2147; active means well fitted inhibition curve with a large enough effect, not every such curve was filed as active; inconclusive means small, poorly fitted or top-dose-only effect, or another doubt; inactive means no such curve, though single readings can be large or run the other way;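 further: 0% = wells with enzyme and -100% = buffer wells without enzyme; nearly all actives have a fitted effect of over 50% in size; many of its hits are not listed in these tables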
Target sequence (B2RXH2 1-337 limits assumed): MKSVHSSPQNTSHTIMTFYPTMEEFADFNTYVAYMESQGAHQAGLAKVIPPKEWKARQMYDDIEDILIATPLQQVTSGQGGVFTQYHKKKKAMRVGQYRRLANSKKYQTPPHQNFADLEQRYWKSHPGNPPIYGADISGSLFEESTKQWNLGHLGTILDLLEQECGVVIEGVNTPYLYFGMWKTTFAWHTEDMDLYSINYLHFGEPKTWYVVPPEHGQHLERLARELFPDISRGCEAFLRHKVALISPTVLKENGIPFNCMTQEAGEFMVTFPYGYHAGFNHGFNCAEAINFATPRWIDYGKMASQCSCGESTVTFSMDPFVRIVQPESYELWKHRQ
GAA glycogen: inhibitors or activators of human alpha-glucosidase glycogen cleavage. P10253. recombinant GAA, glycogen substrate, Amplex Red glucose oxidase fluorescence. Potency, µM (highest dose often 76.4 µM), for inactives: at the top dose activity change, negative = inhibition, most hits filed as inhibitors. 0.38% of 300,000 active;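 further: 0% = full enzyme reaction and -100% = no-enzyme basal signal; the screen sought inhibitors and activators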
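Natural-substrate format: glycogen cleavage by 4 nM human enzyme, glucose read by Amplex Red coupling (Ex 573, Em 610 nm). Normalized to enzyme and no-enzyme controls.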
ALDH1A1 block: inhibitors of human aldehyde dehydrogenase 1A1; P00352; Purified ALDH1A1, NADH fluorescence, propionaldehyde substrate; Potency, µM (series often up to 75.3 µM), without a hit: top-dose activity, negative = inhibition, most hits filed as inhibitors; 7.3% of 220,000 active; active means well fitted inhibition curve with a large enough effect, not every such curve was filed as active; inconclusive means small, poorly fitted or top-dose-only effect, or another doubt; inactive means no such curve, though single readings can be large or run the other way;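 further: plate controls were no enzyme wells and a reference inhibitor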
Target sequence (P00352 whole entry, looked up): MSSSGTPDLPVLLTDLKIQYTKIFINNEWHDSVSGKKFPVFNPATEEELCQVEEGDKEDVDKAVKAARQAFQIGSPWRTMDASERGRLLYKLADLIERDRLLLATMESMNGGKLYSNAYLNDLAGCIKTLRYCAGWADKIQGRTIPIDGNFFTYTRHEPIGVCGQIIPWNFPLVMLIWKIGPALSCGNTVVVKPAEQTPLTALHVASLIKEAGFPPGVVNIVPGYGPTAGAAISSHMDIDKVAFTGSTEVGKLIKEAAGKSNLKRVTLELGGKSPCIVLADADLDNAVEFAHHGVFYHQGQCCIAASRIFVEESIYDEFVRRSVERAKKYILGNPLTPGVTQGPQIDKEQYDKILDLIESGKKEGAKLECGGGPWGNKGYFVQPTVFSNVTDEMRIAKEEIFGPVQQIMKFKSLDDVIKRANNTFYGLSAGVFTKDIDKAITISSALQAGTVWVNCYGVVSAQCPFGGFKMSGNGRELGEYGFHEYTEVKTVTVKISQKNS
GAA inhib: inhibitors of human lysosomal alpha-glucosidase | P10253 | purified human GAA, 4-MU-alpha-glucoside fluorescence | Potency, µM (top dose mostly 76.9 µM), inactives show top-dose activity change, negative = inhibition, hits mostly inhibitors | 0.005% of 200,000 active | AID 1466;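 further: plate controls were uninhibited enzyme wells for no effect and no-enzyme background for full effect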
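Human alpha-glucosidase, 4 nM, pre-mixed with test compounds before 400 uM 4-methylumbelliferyl substrate; 20 min room temperature at pH 5.0. Fluorescence read after pH 10 stop; AC50 values from Hill-equation fits.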
GoLoco inh red: inhibitors of human Gai1-RGS12 GoLoco interaction (red fluorophore); Potency, µM (series often up to 61.6 µM), for the others: at the top dose activity, negative = inhibition, most hits filed as inhibitors; Gai1:RGS12 GoLoco peptide FP, rhodamine, 10 min; 0.44% of 230,000 active; P63096; active means well fitted inhibition curve with a large enough effect, not every such curve was filed as active; inactive means no such curve, though single readings can be large or run the other way; further: on the % scale 0 is the no-effect control and ±100 the full control effect; nearly all actives have a fitted effect of over 30% in size; many of its hits are not listed in these tables
SMN2 splice up: enhancers of SMN2 splice variant expression. HEK293 SMN2-luciferase splicing reporter, luminescence, 30-36 h. AID 1458. Potency, µM (series often up to 46.1 µM), for the others: at the top dose activity change, positive = activation, actives largely listed as activators. 2.8% of 210,000 active; further: % of control where 0% means no effect; nearly all actives have a fitted effect of over 55% in size
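qHTS luciferase splicing reporter: luminescence rises when SMN2 exon 7 is included in transfected HEK293 cells. Compound exposure lasted 30-36 h at 37C, with 4.5 mM final sodium butyrate as control, followed by a ONE-Glo read.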
An asterisk follows results filed as active; ? = inconclusive; / = not tested or not shown; & = joins results of further samples; [ ] = another dose, or the depositor's remark. Unless noted, the call rests on the fitted dose curve; in most records, active means well fitted curve in the direction sought with a large enough effect; inconclusive means small, poorly fitted or top-dose-only effect, or another doubt; inactive means no such curve, though single readings can be large; an effect the other way counts as inactive or inconclusive. Potency means the concentration at half of the fitted maximal effect. An excerpt; count on the stated rates, not on these rows.

mol	ALDH1A1 block	SMN2 splice up	KDM4E inh	GAA spleen mod	GAA glycogen	GLA spleen mod	GoLoco inh red	GAA inhib
Cc1ccc(S(=O)(=O)N(C)CC(=O)OCC(=O)Nc2ccccc2)cc1	/	/	-3%	-3%	3%	10%	-3%	/
CCC(C)NC(=O)c1c(N)n(/N=C/c2cccs2)c2nc3ccccc3nc12 (stereo not given)	?	-36%[inhibitor]	?	-5%	-2%	-13%	13%	11%
Cc1ccccc1NC1=C(Cl)C(=O)N(C2CCCCC2)C1=O	?	-22%	-1%	2%	0%	7%	6%	5%
Cc1cc(C)n(-c2cc(C(C)(C)C)nc3c(-c4ccc(Cl)cc4)cnn23)n1	6%	-7%	-1%	-9%	-11%	6%	3%	?
CC(C)(C)NC(=O)CSc1nnc(NC(=O)CCn2cnc3ccccc3c2=O)s1	15%	-12%	1%	5%	-21%	3%	7%	-10%
NC(=O)CSc1nnc(-c2ccccc2Br)n1-c1cccc(C(F)(F)F)c1	-9%	-4%	-5%	-4%	4%	4%	-1%	0%
Cc1c(C#N)c2ccccc2n1CC(=O)NCCc1c[nH]c2ccccc12	-8%	2%	-1%	6%	-7%	2%	10%	?
N#Cc1nc(COc2ccc(Br)cc2)oc1N1CCCCCC1	?	-4%	2%	4%	3%	1%	1%	-5%[15.4 µM]

Further compounds follow.
mol	ALDH1A1 block	SMN2 splice up	KDM4E inh	GAA spleen mod	GAA glycogen	GLA spleen mod	GoLoco inh red	GAA inhib
CCCCC(=O)Oc1ccccc1C(=O)O	0%	0%	?	4%&6%	/	2%&-6%	-1%	/
O=C(O)CCC(=O)Nc1ccc(-n2ccc(C(F)(F)F)n2)cc1	/	/	-6%	4%	-5%	-15%	-3%	/
CCOc1ccc(NC(=O)C[n+]2ccc(N(C)C)cc2)cc1	1%	-19%	1%	-4%	-1%	-8%	0%	5%
O=c1c2ccccc2nc(-c2cccs2)n1-c1ccc2ccccc2c1	-4%	0%	0%	-1%	7%	1%	23%	-1%
CC(=O)/C(C#N)=C1\NC(=O)C(Cc2ccc(C)c(C)c2)S1 (stereo not given)	-10%	?	-2%	5%	-8%	-1%	-10%	3%
Cc1ccc(NC(=O)Nc2ccc(S(N)(=O)=O)cc2)cc1	-5%	/	5%	4%	4%	-1%	3%	2%
COc1ccc(Br)cc1CNC(=O)Nc1cccs1	?	18%	-8%	-18%	?	2%	15%	-8%
O=C(N/N=C/c1ccc(Br)o1)c1cncc(Br)c1	0%	?	2%	4%	6%	6%	-6%	-12%

Individual results from the results shown:
Result for CCOc1ccc(NC(=O)C[n+]2ccc(N(C)C)cc2)cc1 under GLA spleen mod: -8%
Result for Cc1ccc(NC(=O)Nc2ccc(S(N)(=O)=O)cc2)cc1 under GLA spleen mod: -1%
Result for O=c1c2ccccc2nc(-c2cccs2)n1-c1ccc2ccccc2c1 under GAA glycogen: 7%
Result for CC(=O)/C(C#N)=C1\NC(=O)C(Cc2ccc(C)c(C)c2)S1 (stereo not given) under GAA spleen mod: 5%
Result for CCCCC(=O)Oc1ccccc1C(=O)O under SMN2 splice up: 0%
Result for COc1ccc(Br)cc1CNC(=O)Nc1cccs1 under GLA spleen mod: 2%

Further structures:
mol	ALDH1A1 block	SMN2 splice up	KDM4E inh	GAA spleen mod	GAA glycogen	GLA spleen mod	GoLoco inh red	GAA inhib
O=C(COc1ccc2ccc(=O)oc2c1)c1ccccc1	/	/	?	-1%	3%	6%	9%	-5%[15.4 µM]
CC(C)(C)C(=O)Cn1c(=O)n(CC2CCCO2)c(=O)c2ccccc21 (stereo not given)	?	-24%	1%	-4%	4%	-8%	-8%	0%
CCc1nc(NC(C)(C)C)c2cnn(-c3ccccc3)c2n1	/	/	-7%	2%	-10%	3%	-2%	/
O=C(O)c1ccc(N=c2oc3cc(O)ccc3cc2C(=O)NCc2ccccc2)cc1	?	-10%	/	?	4%	?	-1%	?
O=C(N/N=C1\CC2CC=CC12)c1ccc(Br)cc1 (stereo not given)	-15%	6%	42%[activator]	7%	9%	1%	5%	-5%
COc1cc(/C=N/O)cc(Br)c1OCc1cccc(Cl)c1	0%	-6%	6%	-7%	-26%	-4%	-6%	4%
CC(C)(C)NC(=O)C(c1ccccc1)N(C(=O)c1csnn1)C1CC1 (stereo not given)	0%	12%	0%	3%	5%	-15%	0%	1%
CCOC(=O)N/N=C/c1c[nH]c2ccccc12	-1%	4%	-5%	/	7%	5%	-1%	-7%

(list continues)
mol	ALDH1A1 block	SMN2 splice up	KDM4E inh	GAA spleen mod	GAA glycogen	GLA spleen mod	GoLoco inh red	GAA inhib
CN(C)Cc1c(O)ccc2[nH]cnc12	?	19%	-5%	-4%	-3%	-4%	0%	0%
CCN(CC)S(=O)(=O)c1ccc2c(c1)nc(CCC(=O)OCc1c(C)noc1C)n2C	-6%	0%	4%	0%	0%	4%	3%	-14%
Cc1ccc(C)c(NC(=O)c2ncn[nH]2)c1	10%	-10%	1%	3%	0%	11%	-37%	2%
COc1ccc(CN2CCSCC2)cc1O	-13%	-26%	-22%	1%	-5%	4%	-2%	-1%
CCOC(=O)c1c(C)[nH]c(C)c1C(=O)COC(=O)[C@@H](NC(=O)c1ccccc1OCC)C(C)C	5%	9%	-1%	0%	-3%	-16%	-3%	-6%
N#CC1(c2c(O)nc3n(c2=O)CCCS3)CCCCC1	1%	-13%	-2%	4%	4%	8%	4%	-10%
CCc1[nH]nc2c1C1(CCN(C(=O)OCc3ccccc3)CC1)C(C#N)=C(N)O2	?	7%	0%	-2%	-24%	-8%	17%	2%
Cc1ccc(N(C)C(=O)C2CCN(S(=O)(=O)c3ccc4c(c3)oc(=O)n4C)CC2)cc1	6%	-8%	2%	-4%	8%	-2%	0%	-17%

An excerpt of the results above, as a working copy:
mol	ALDH1A1 block	SMN2 splice up	KDM4E inh	GAA spleen mod	GAA glycogen	GLA spleen mod	GoLoco inh red	GAA inhib
Cc1ccc(C)c(NC(=O)c2ncn[nH]2)c1	10%	-10%	1%	3%	0%	11%	-37%	2%
COc1ccc(CN2CCSCC2)cc1O	-13%	-26%	-22%	1%	-5%	4%	-2%	-1%

The listing continues.
mol	ALDH1A1 block	SMN2 splice up	KDM4E inh	GAA spleen mod	GAA glycogen	GLA spleen mod	GoLoco inh red	GAA inhib
O=c1c(-c2ccc(Oc3ccccc3)cc2)[n+]([O-])c2ccccc2n1OCc1ccccn1	11%	-5%	-13%	0%	-15%	-1%	-1%	2%
O=C(O/N=C/c1ccc2c(c1)OCO2)c1ccc([N+](=O)[O-])cc1	-2%	7%	1%	/	-3%	2%	2%	-11%
COCc1[nH][nH]c(=O)c1C=Nc1ccc(Cl)cc1	2%	-3%	-3%	-7%	-1%	-4%	-5%	2%
Cc1nnc(NC(=O)CSc2ncnc3c2cnn3-c2ccccc2C)s1	7%	-15%	5%	-8%	0%	0%	1%	1%
Cc1onc(-c2c(F)cccc2Cl)c1C(=O)NC(=S)Nc1c(C)n(C)n(-c2ccccc2)c1=O	-10%	-10%	4%	-1%	12%	-12%	15%	6%
O=C(C[n+]1ccccc1)N/N=C/c1ccccc1F	7%	-26%	11%	6%	0%	-1%	5%	5%
Cc1ccc(CC2CC(=O)N(Cc3ccco3)C2=O)cc1 (stereo not given)	19µM*	6%	4%	-6%	11%	-9%	1%	-5%
CCNc1ncc2nc(-c3ccccc3)c(=O)n(C)c2n1	?	/	/	?	/	?	9%	/

Compound profiles (already shown).
`O=c1c(-c2ccc(Oc3ccccc3)cc2)[n+]([O-])c2ccccc2n1OCc1ccccn1` reads ALDH1A1 block: 11%; SMN2 splice up: -5%; KDM4E inh: -13%; GAA spleen mod: 0%; GAA glycogen: -15%; GLA spleen mod: -1%; GoLoco inh red: -1%; GAA inhib: 2%
`O=C(O/N=C/c1ccc2c(c1)OCO2)c1ccc([N+](=O)[O-])cc1` reads ALDH1A1 block: -2%; SMN2 splice up: 7%; KDM4E inh: 1%; GAA spleen mod: /; GAA glycogen: -3%; GLA spleen mod: 2%; GoLoco inh red: 2%; GAA inhib: -11%

Continued.
mol	ALDH1A1 block	SMN2 splice up	KDM4E inh	GAA spleen mod	GAA glycogen	GLA spleen mod	GoLoco inh red	GAA inhib
CCOC(=O)CCc1c(C)c2ccc(OCC(=O)N(CC)CC)c(C)c2oc1=O	?	/	?	-2%	-7%	11%	4%	3%
O=c1oc2ccc([N+](=O)[O-])cc2c(N2CCOCC2)c1[N+](=O)[O-]	6%	8%	0%	4%	-8%	1%	-4%	-6%
O=C1OC(Cc2ccncc2)C(O)=C1C1=NCCCN1 (stereo not given)	2%	-1%	-1%	-5%	0%	-6%	0%	2%
COC(C(=O)Nc1cc([N+](=O)[O-])ccc1C)c1ccccc1 (stereo not given)	-6%	-4%	-6%	12%	-5%	1%	5%	-1%
Cc1cc(CNC(=O)C(C)Cc2ccccc2)nn1C (stereo not given)	3%	22%&-9%	2%&0%	-5%&-5%	0%	-1%&-6%	-7%&1%	10%
Cc1[nH]c(=O)[nH]c(=O)c1/C=N/NC(=O)CCCCCNC(=O)OC(C)(C)C	6%	/	-2%	4%	7%	-3%	-1%	2%
CCOc1ccccc1NC(=O)CC1Nc2ccccc2NC1=O (stereo not given)	-8%	6%	-1%	1%	-12%	8%	-5%	4%
COc1ccc(/C=C/c2nnc(NC(=O)CSc3ccc(Cl)cc3)s2)cc1	?	10µM*	8%	-3%	2%	5%	34%[activator]	?

Additional records
mol	ALDH1A1 block	SMN2 splice up	KDM4E inh	GAA spleen mod	GAA glycogen	GLA spleen mod	GoLoco inh red	GAA inhib
Cc1ccc(C)c(C(=O)N(Cc2nc(-c3ccc(Cl)cc3)no2)C(C)C)c1	4%	-28%	-7%	-12%	-2%	-9%	-1%	-21%
O=C(COC(=O)c1cc(=O)[nH]c2ccccc12)c1ccc(Br)cc1	/	/	?	4%	1%	4%	1%	/
CC#CC(=O)N1CCC(CO)(CCc2ccccc2)CC1	-2%	/	12%	-1%	11%	-7%	0%	4%
CC1(C)Cc2c(c(N3CCOCC3)nc3sc(C#N)c(N)c23)CS1	?	4%	?	-3%	-5%	5%	3%	-6%

Assay outcomes (PubChem BioAssay)
